ALOX12 inhib = inhibitors of human 12-lipoxygenase (ALOX12); purified 12-hLO, xylenol orange hydroperoxide absorbance; actives 0.12% (n = 150,000); AID 1452; Potency, µM (series often up to 57.1 µM), for inactives: at the top dose activity change, negative = inhibition, most hits filed as inhibitors; further: potency means the concentration at half of the fitted maximal effect; nearly all actives have a fitted effect of over 55% in size; many of its hits are not listed in these tables
Target sequence (P18054 whole entry, looked up): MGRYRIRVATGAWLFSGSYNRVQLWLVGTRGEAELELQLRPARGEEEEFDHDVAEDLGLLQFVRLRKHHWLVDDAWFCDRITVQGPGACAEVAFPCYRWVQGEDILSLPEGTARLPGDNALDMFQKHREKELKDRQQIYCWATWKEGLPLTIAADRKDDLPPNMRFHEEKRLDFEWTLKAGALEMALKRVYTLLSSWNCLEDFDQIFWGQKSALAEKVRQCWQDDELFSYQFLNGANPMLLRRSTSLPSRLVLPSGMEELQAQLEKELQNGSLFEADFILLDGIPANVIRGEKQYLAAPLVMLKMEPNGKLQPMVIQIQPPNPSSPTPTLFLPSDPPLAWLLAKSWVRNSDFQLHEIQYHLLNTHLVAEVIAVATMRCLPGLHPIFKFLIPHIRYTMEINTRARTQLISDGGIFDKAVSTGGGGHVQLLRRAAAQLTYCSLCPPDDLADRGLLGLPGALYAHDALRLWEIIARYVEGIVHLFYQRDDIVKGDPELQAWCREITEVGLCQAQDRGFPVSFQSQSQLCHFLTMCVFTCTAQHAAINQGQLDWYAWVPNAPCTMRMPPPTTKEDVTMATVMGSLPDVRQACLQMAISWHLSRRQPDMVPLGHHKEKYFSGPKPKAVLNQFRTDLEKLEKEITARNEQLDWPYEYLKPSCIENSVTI
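Purified human 12hLO (150 nM), preincubated 15 min with compound, then 40 uM arachidonic acid for 30 min, room temperature, Hepes pH 7.0 with 0.01% Triton X-100. Hydroperoxide detected by ferrous iron/xylenol orange; 573/405 nm absorbance ratio gives reaction progress.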
PNC inhibitor = perinucleolar compartment assembly inhibition; PC3M PTB-GFP, PNC prevalence imaging, 16 h; hits give low values; actives 3.1% (n = 140,000); activity change (PNC), negative = inhibition, % at 10 µM; AID 2417;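 active means readout at or below -70, meaning at least 70% loss of cells showing the perinucleolar compartment, a nuclear body marking cancer cells; inconclusive means readout between -30 and a set limit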;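 further: plate controls were DMSO wells for no effect and camptothecin positive control wells for full effect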
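Compounds are pinned in duplicate onto adhered PC3M cells stably expressing GFP-tagged PTB and incubated 16 h at 37 C. Cells are then fixed, nuclei stained with Hoechst, and PNC-positive cells counted.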
ALOX15B inhib = 15-hLO-2 (ALOX15B) enzyme inhibition; purified 15hLO-2, xylenol orange hydroperoxide absorbance; Potency, µM (highest dose often 57.1 µM), without a hit: at the top dose activity change, negative = inhibition, usual class: inhibitors; actives 0.56% (n = 110,000); AID 881; further: potency means the concentration at half of the fitted maximal effect; nearly all actives have a fitted effect of over 60% in size; many of its hits are not listed in these tables
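Read-out: hydroperoxide product oxidises ferrous iron, measured as xylenol orange complex via the 573-to-405 nm absorbance ratio after 30 min. Reaction: 50 nM enzyme, 15 min compound preincubation, 45 uM arachidonic acid, 90 min RT, Hepes pH 7.5 with Triton X-100.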
IMPase cell inh = membrane-permeable compound that blocks inositol monophosphatase; 120,000 tested, under 10 active; CHO-M1 cells, IP1 accumulation, HTRF TR-FRET ratio; AID 901; inhibition (IP1 accumulation), % at 46.1 µM; active means well fitted curve in the direction sought with a large enough effect in the signal ratio, not every such curve was filed as active; inconclusive means small, poorly fitted or top-dose-only effect, or a change in a side signal; inactive means no such curve, though single readings can be large or run the other way; the % refers to the signal ratio;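 further: cells stimulated with carbachol in lithium chloride buffer; plate controls were DMSO basal wells for no effect and reference inhibitor wells for full effect; higher means more IMPase inhibition seen as more IP1 and lower FRET ratio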
Target sequence (P97697 whole entry, looked up): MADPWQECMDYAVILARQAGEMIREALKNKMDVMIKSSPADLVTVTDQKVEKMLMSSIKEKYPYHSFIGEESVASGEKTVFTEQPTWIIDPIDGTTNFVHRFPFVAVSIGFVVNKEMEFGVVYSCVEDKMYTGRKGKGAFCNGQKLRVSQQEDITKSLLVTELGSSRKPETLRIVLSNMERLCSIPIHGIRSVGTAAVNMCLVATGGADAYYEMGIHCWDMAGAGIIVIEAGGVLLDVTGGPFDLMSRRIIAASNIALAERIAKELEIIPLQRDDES
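The IP-One HTRF competitive assay in carbachol-stimulated CHO-M1 cells quantifies cellular IP1. Compounds spanned up to 46 uM final, and activity is expressed as AC50 from concentration-response fits of the ratio and donor data.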
* = called active by the depositor; ? = inconclusive; / = no result given; [ ] = dose if it differs, or a comment. Unless noted, the call rests on the fitted dose curve; in most records, active means well fitted curve in the direction sought with a large enough effect; inconclusive means small, poorly fitted or top-dose-only effect, or another doubt; inactive means no such curve, though single readings can be large; an effect the other way counts as inactive or inconclusive. Unless noted, on the % scale 0 is the no-effect control and ±100 the full control effect. Rows are unselected. Share with any hit: about 3.1%.

| ALOX12 inhib | PNC inhibitor | ALOX15B inhib | IMPase cell inh | structure |
| --- | --- | --- | --- | --- |
| -9% | 24 | -27% | 3 | C/C(O)=C\c1nc2ccccc2oc1=O |
| 5% | -28 | / | -6 | CCCCNC(=O)C1CCN(c2nc(OC)nc(OC)n2)CC1 |
| 0% | 30 | 26% | 21 | COc1ccccc1C1CC(c2ccc(Cl)cc2)Nc2nc(N)nn21 (stereo unspecified) |
| -1% | 2 | -2% | 6 | Cc1c(NS(=O)(=O)c2cccc(C(=O)NCc3ccccc3)c2)c(=O)n(-c2ccccc2)n1C |
| 1%[11.4 µM] | / | -5%[11.4 µM] | / | NC(=O)C[C@@H](N)c1nn[nH]n1 |
| -2% | 57 | 6% | -5 | COc1ccc(OCc2nc3ccccc3[nH]2)cc1 |
| -2% | -9 | / | / | COc1ccc(/C=C2\N=C(C)N(c3ccc(C(=O)O)cc3)C2=O)cc1OC |
| 4% | ? | -2% | 2 | Fc1ccc(C2NC(=S)NC3=C2N2CCC3CC2)cc1 (stereo unspecified) |

Next section, starting with the last two of the part before.
| ALOX12 inhib | PNC inhibitor | ALOX15B inhib | IMPase cell inh | structure |
| --- | --- | --- | --- | --- |
| -2% | -9 | / | / | COc1ccc(/C=C2\N=C(C)N(c3ccc(C(=O)O)cc3)C2=O)cc1OC |
| 4% | ? | -2% | 2 | Fc1ccc(C2NC(=S)NC3=C2N2CCC3CC2)cc1 (stereo unspecified) |
| ? | 31 | -22% | -2 | CCSc1ncc(/C=N/Nc2ccc(Cl)cc2)n1C |
| -16% | -7 | -26% | 0 | N#C/C(=C\c1c(N2CCC(C(N)=O)CC2)nc2ccccn2c1=O)S(=O)(=O)c1ccccc1 |
| 2% | -30 | -2% | -6[20.6 µM] | NNCCc1ccccc1 |
| 5% | 38 | 0% | 13 | COc1cc2c(cc1NC(=O)C(C)OC(=O)C1CC(=O)N(Cc3ccco3)C1)oc1ccccc12 (stereo unspecified) |
| -2% | 3 | -6% | 9 | CC1CCc2c(sc3ncn4c(SCC(=O)NCc5ccco5)nnc4c23)C1 (stereo unspecified) |
| -2% | ? | -8% | 6 | CCN(C(=O)CSc1nc2cc(C(=O)OC)ccc2c(=O)n1Cc1ccco1)c1cccc(C)c1 |
| 1% | 15 | -3% | 1 | CCn1c(SCC(=O)NC(=O)NCc2ccco2)nnc1-c1cccs1 |
| 3% | 63 | 2% | -5 | COc1ccc(CC(=O)NC(C)(C)C)cc1S(=O)(=O)N1CCOCC1 |
| 3% | -24 | 2% | -1 | O=C(CC1Oc2ccccc2NC1=O)NCCCN1CCOCC1 (stereo unspecified) |
| -5% | -22 | 32%[activator] | -4 | CC(C)(C)C(=O)CN1CCN(C2c3ccccc3-c3ccccc32)CC1 |
| -1% | ? | / | 11 | COc1cc(/C=N/S(=O)(=O)CCc2ccccc2)cc(OC)c1O |
| -3% | / | -7% | 14 | Cc1ccccc1/C=C\C1=NCCN1 |
| 1% | 1 | / | / | COc1ccc(-c2cc(-c3ccccc3)nc(SCC(=O)Nc3ncc(C)s3)c2C#N)cc1 |
| 0% | ? | 0% | -3 | CC12CN3CC(C)(CN(C1)C31C(=O)N(Cc3ccccc3)c3ccccc31)C2=O (stereo unspecified) |
| -2% | 30 | / | / | CC1(C)CC(=O)C2=C(C1)N(c1ccccc1)C(=O)C2(O)C(F)(F)F (stereo unspecified) |
| -4% | -10 | 15% | 6 | COC(=O)c1cccc(COC(=O)c2ccc(CS(=O)(=O)c3ccc(C)cc3)cc2)c1 |
| 0% | 26 | -7% | 0 | Cc1oc2cc(O)ccc2c(=O)c1Oc1ccccc1 |
| -7% | 49 | / | 1 | Cn1cccc1CC(=O)NNC(=S)Nc1ccc(Cl)cc1Cl |
| 0% | -18 | 0% | 2 | Cc1ccc(NC(=O)COc2ccc(Br)cc2CO)cc1 |
| 1% | 52 | / | -8 | CCOC(=O)NN1C(=O)c2ccccc2NC1c1ccccc1 (stereo unspecified) |
| 1% | -9 | -12% | -2 | Cc1cc(NC(=O)c2ccc(S(=O)(=O)Nc3ccccc3)cc2)no1 |
| -3% | ? | 2% | 7 | Cc1cc(NC(=O)COC(=O)C2CCN(C(=O)c3ccc(Cl)cc3)CC2)no1 |
| -7% | 12 | / | 20 | CC(C)OC(=O)CSc1nnc(CNc2ccc(Cl)cc2)n1Cc1ccccc1 |
| 6% | 8 | -2% | 15 | O=C(O)CCCNS(=O)(=O)c1ccc(NCc2ccccc2)c(C(=O)O)c1 |
| -2% | 37 | 1% | -4 | COc1ccc(C(=O)NCCc2nnc(SCC(=O)Nc3ccccc3C(C)C)n2C)cc1 |
| 8% | ? | / | -24 | O=C(O)C(Cc1cc2ccccc2[nH]1)N1C(=O)C2CC=C(Cl)CC2C1=O (stereo unspecified) |
| 5% | ? | -1% | -6 | CC1=[N+]([O-])C(C)(C)CC(C)(C)c2ccccc21 |
| -5% | -21 | -1% | 10 | O=C(Nc1ccc2nc(-c3cccs3)[nH]c2c1)c1cccs1 |
| -4% | ? | 0% | 1 | CCCCn1c(N)c(N(CC)C(=O)c2ccc3c(c2)S(=O)(=O)c2ccccc2C3=O)c(=O)[nH]c1=O |
| 0% | / | -1% | / | COC(=O)[C@@]1(Cc2ccc(F)cc2)[C@H]2c3cc(C(=O)N4CCCC4)n(C[C@H](O)CO)c3C[C@H]2CN1C(=O)c1ccccc1 |
| -3% | -2 | / | -10 | CSCC[C@H](NC(=O)c1cc([N+](=O)[O-])ccc1Cl)c1nc2ccccc2[nH]1 |
| 0% | 1 | / | / | CCCCn1c(SCC(=O)Nc2cc(C(F)(F)F)ccc2Cl)nnc1C(CC)N(C)C (stereo unspecified) |

Compounds shown so far that have a COOH group, in the order listed:
| ALOX12 inhib | PNC inhibitor | ALOX15B inhib | IMPase cell inh | structure |
| --- | --- | --- | --- | --- |
| -2% | -9 | / | / | COc1ccc(/C=C2\N=C(C)N(c3ccc(C(=O)O)cc3)C2=O)cc1OC |
| 6% | 8 | -2% | 15 | O=C(O)CCCNS(=O)(=O)c1ccc(NCc2ccccc2)c(C(=O)O)c1 |
| 8% | ? | / | -24 | O=C(O)C(Cc1cc2ccccc2[nH]1)N1C(=O)C2CC=C(Cl)CC2C1=O (stereo unspecified) |

Quoted at random: six entries already listed
| ALOX12 inhib | PNC inhibitor | ALOX15B inhib | IMPase cell inh | structure |
| --- | --- | --- | --- | --- |
| -2% | 37 | 1% | -4 | COc1ccc(C(=O)NCCc2nnc(SCC(=O)Nc3ccccc3C(C)C)n2C)cc1 |
| 8% | ? | / | -24 | O=C(O)C(Cc1cc2ccccc2[nH]1)N1C(=O)C2CC=C(Cl)CC2C1=O (stereo unspecified) |
| 5% | ? | -1% | -6 | CC1=[N+]([O-])C(C)(C)CC(C)(C)c2ccccc21 |
| -3% | -2 | / | -10 | CSCC[C@H](NC(=O)c1cc([N+](=O)[O-])ccc1Cl)c1nc2ccccc2[nH]1 |
| -4% | ? | 0% | 1 | CCCCn1c(N)c(N(CC)C(=O)c2ccc3c(c2)S(=O)(=O)c2ccccc2C3=O)c(=O)[nH]c1=O |
| 0% | / | -1% | / | COC(=O)[C@@]1(Cc2ccc(F)cc2)[C@H]2c3cc(C(=O)N4CCCC4)n(C[C@H](O)CO)c3C[C@H]2CN1C(=O)c1ccccc1 |

(next part)
| ALOX12 inhib | PNC inhibitor | ALOX15B inhib | IMPase cell inh | structure |
| --- | --- | --- | --- | --- |
| -8% | 12 | -1% | 8 | c1ccc(Oc2cccc(OCCn3cncn3)c2)cc1 |
| -1% | 39 | / | 10 | Cc1c(C(=O)Nc2nc3ccccc3[nH]2)oc2ccccc12 |
| 3% | -1 | / | 9 | Cc1cccc(-c2nc(CSCC(=O)NCCCN3CCOCC3)c(C)o2)c1 |
| 1% | 26 | / | 10 | O=C(COC(=O)C1(c2ccccc2F)CCCC1)NCc1ccc2c(c1)OCO2 |
| 1% | -14 | 42%[activator] | 5 | CC(=O)Nc1cccc(-c2csc(Nc3cccc(C)n3)n2)c1 |
| 4% | ? | / | -5 | Cc1ccc(N(CCC#N)C(=O)CCl)cc1C |
| 1% | 54 | 4% | 0 | CC1Cc2nc(SCC(=O)Nc3ccc(F)cc3)n(C)c(=O)c2S1 (stereo unspecified) |
| -29% | -23 | -15% | 10 | CCOC(=O)c1c2c(c(=S)n(-c3ccccc3)c1N)CCC2 |
| -10% | 26 | 3% | 2 | CCOCCCNC(=O)COc1ccc(OC)cc1 |
| -3% | 39 | / | / | O=S(=O)(c1ccc(Br)cc1)N1CCCN(Cc2cccc(F)c2)CC1 |
| -16% | 30 | -18% | 15 | CCOC(=O)c1ccccc1NC(=O)CSc1nnc(Cc2cccn2C)n1-c1ccc(F)cc1 |
| 1% | -14 | / | / | CC(C)(C)OC(=O)NC1CONC1=O (stereo unspecified) |
| 5% | 3 | -8% | 3 | Cc1csc(NC(=O)CCc2ccc(S(=O)(=O)N3CCOCC3)cc2)n1 |
| -15% | ? | 12% | 13 | Cc1ccc(S(=O)(=O)N(CC(O)CN(C)C)c2ccccc2)cc1 (stereo unspecified) |
| -4% | 24 | / | / | Cn1c(SCC(=O)c2ccc3c(c2)Cc2ccccc2-3)nnc1-c1cccc(N)c1 |
| -9%[11.4 µM] | / | -5%[11.4 µM] | / | FC(F)(F)c1cc(NC(=S)N2c3ccccc3-n3cccc3[C@H]2c2cccnc2)cc(C(F)(F)F)c1 |
| 2% | 8 | 2% | 8 | CCOc1ccc(Cc2c(Cl)nc(SC)nc2OC)cc1 |
| 1% | 40 | 1% | 2 | CN(C(=O)C1CCOC1)c1nnc(-c2cnccn2)s1 (stereo unspecified) |
| 2% | ? | -2% | -3 | Cc1cc(C)n(-c2ccc(Cl)c(C(=O)OCC(N)=O)n2)n1 |
| ? | -11 | ? | ? | CN1CCc2cccc3c2[C@@H]1Cc1ccc(O)c(O)c1-3 |
| 4% | 15 | -4% | -9 | CSc1nnc2n(C)c3c(c(=O)n12)C1(CCCC1)Cc1ccccc1-3 |
| -16% | ? | 15% | -8 | COc1cc2cc(C(c3nnnn3C3CCCCC3)N(C)C3CCCCC3)c(=O)[nH]c2cc1OC (stereo unspecified) |
| 4% | -20 | 5% | -4 | COc1ccccc1NS(=O)(=O)CC12CCC(CC1=O)C2(C)C (stereo unspecified) |
| 0% | ? | / | 8 | CC1(C)CC(=O)CC(C2(O)C(=O)N(Cc3ccccc3)c3ccccc32)O1 (stereo unspecified) |

An excerpt from above in order of the ALOX15B inhib value, highest first.
| ALOX12 inhib | PNC inhibitor | ALOX15B inhib | IMPase cell inh | structure |
| --- | --- | --- | --- | --- |
| -15% | ? | 12% | 13 | Cc1ccc(S(=O)(=O)N(CC(O)CN(C)C)c2ccccc2)cc1 (stereo unspecified) |
| -10% | 26 | 3% | 2 | CCOCCCNC(=O)COc1ccc(OC)cc1 |
| 5% | ? | -1% | -6 | CC1=[N+]([O-])C(C)(C)CC(C)(C)c2ccccc21 |

Other results.
| ALOX12 inhib | PNC inhibitor | ALOX15B inhib | IMPase cell inh | structure |
| --- | --- | --- | --- | --- |
| 1% | -4 | -4% | -14 | COc1ccc(-c2c(C)n([O-])c(C)c(-c3ccccc3)[n+]2=O)cc1OC |
| -8% | 28 | 2% | 6 | O=C(NCc1ccc(Cl)cc1Cl)c1ccccn1 |
| -1% | 79 | -7% | 6 | CCOC(=O)N1CCN(C(=S)Nc2cccc(C)c2)CC1 |
| 1% | 49 | / | / | CCc1ccc(OCC(=O)NC(NC(=S)Nc2ccccc2)C(Cl)(Cl)Cl)cc1 (stereo unspecified) |
| -1% | -91* | 8% | 5 | Cc1ccc(OC(C)C)c(CN(CCO)CCO)c1 |
| 6% | -24 | -8% | 13 | O=C(C1CCCN(Cc2ccccc2)C1)N1CCc2ccccc2C1 (stereo unspecified) |
